From PubChem BioAssay
LYPLA1 counter = counter-screen for PME1 inhibitors: inhibitors of human LYPLA1. recombinant LYPLA1, FP-Rh probe fluorescence polarization. inhibition, % at 5.9 µM. 320,000 tested, 0.16% active. O75608. AID 2174;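 active = inhibition above the mean of all tested compounds plus 3 SD, set per campaign, cut at about 14% in these data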;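 also: inhibitors block serine hydrolase probe labeling of LYPLA1 so polarization falls; 0% = enzyme with DMSO and 100% = wells lacking LYPLA1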
PAFAH2 FP inh = inhibitors of human PAFAH2; inhibition, % at 3.39 µM; recombinant PAFAH2, FP-rhodamine activity probe, fluorescence polarization; 340,000 tested, 0.99% active;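 active = inhibition above the mean over all tested compounds plus 3 SD, cut at about 30% in these data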;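 also: inhibitors block probe labeling of enzyme so polarization drops; 0% = enzyme with DMSO and 100% = wells lacking PAFAH2 protein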
LYPLA2 inh = LYPLA2 (human) inhibition in PME1 counter-screen. O95372. recombinant LYPLA2, FP-Rh probe fluorescence polarization. inhibition, % at 5.9 µM. 320,000 tested, 0.38% active. AID 2177;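 active = inhibition above the screen-wide mean plus 3 SD, limit set per campaign, cut at about 26% in these data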;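 also: 0% = LYPLA2 with DMSO and 100% = wells lacking LYPLA2 enzyme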
PAD4 FP inh = blocks human protein arginine deiminase 4; Q9UM07; recombinant PAD4, RCA probe fluorescence polarization; inhibition, % at 6.36 µM; 330,000 tested, 0.41% active; AID 485272;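 active = percent inhibition above a cutoff equal to the mean of all tested compounds plus 3 SD, cut at about 15% in these data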;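 also: 0% = PAD4 with RCA probe and DMSO and 100% = probe without PAD4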
Target sequence (Q9UM07 whole entry, looked up): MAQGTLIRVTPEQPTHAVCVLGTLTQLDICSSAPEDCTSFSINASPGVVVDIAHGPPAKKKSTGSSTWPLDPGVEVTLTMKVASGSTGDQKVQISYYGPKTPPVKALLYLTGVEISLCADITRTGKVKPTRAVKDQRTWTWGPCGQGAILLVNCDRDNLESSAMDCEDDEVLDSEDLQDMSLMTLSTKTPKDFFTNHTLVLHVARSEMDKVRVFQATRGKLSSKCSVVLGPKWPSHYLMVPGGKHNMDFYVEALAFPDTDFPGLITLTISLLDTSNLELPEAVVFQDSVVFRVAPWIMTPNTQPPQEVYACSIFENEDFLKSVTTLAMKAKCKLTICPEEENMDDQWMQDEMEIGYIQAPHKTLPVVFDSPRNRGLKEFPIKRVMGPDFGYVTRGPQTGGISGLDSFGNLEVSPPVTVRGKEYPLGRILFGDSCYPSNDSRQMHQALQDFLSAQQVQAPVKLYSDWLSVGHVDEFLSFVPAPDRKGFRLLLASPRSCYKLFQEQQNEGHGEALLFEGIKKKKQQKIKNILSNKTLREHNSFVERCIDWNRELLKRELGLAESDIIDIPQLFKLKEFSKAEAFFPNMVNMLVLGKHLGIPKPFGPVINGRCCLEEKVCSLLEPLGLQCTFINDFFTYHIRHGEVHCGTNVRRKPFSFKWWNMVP
GSTO1 inh = blocks human GSTO1 in RBBP9 counter-screen | P78417 | 300,000 tested, 1.1% active | inhibition, % at 5.96 µM | AID 1974 | recombinant GSTO1, activity-based probe fluorescence polarization;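 active = inhibition above the campaign mean inhibition plus 3 SD, cut at about 35% in these data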;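 also: 0% = GSTO1-1 with DMSO and 100% = wells lacking GSTO1-1 enzyme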
pPAFAH FP inh = inhibitors of human plasma PAF acetylhydrolase (pPAFAH) | Q13093 | recombinant pPAFAH, FP-rhodamine probe fluorescence polarization | inhibition, % at 3.39 µM | 330,000 tested, 1.5% active | AID 463082;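 active = inhibition above the mean inhibition across the screen plus 3 SD, cut at about 25% in these data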;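 also: inhibitors block binding of the rhodamine activity-based probe so polarization drops; 0% = enzyme with DMSO and 100% = wells lacking pPAFAH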
PAFAH1B2 FP inh = PAFAH1B2 (human) inhibition. P68402. recombinant PAFAH1B2, FP-rhodamine activity probe, fluorescence polarization. inhibition, % at 3.39 µM. 340,000 tested, 1.2% active. AID 492953;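 active = inhibition above the mean of all tested compounds plus 3 SD, cut at about 24% in these data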;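 also: 0% = enzyme with DMSO and 100% = wells lacking PAFAH1B2; many of its hits are not listed in these tables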
Target sequence (P68402 whole entry, looked up): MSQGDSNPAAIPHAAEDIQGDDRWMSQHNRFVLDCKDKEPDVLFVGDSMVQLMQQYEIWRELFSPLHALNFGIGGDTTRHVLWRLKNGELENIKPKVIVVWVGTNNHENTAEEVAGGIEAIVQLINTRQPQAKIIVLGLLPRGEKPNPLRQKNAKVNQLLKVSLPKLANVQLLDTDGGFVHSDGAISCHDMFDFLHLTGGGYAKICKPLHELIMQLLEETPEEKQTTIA
PAFAH1B3 FP inh = inhibitors of human PAFAH1B3; Q15102; 340,000 tested, 0.28% active; inhibition, % at 3.39 µM; AID 492972; recombinant PAFAH1B3, FP-rhodamine probe, fluorescence polarization;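 active = inhibition above the screen-wide average of all tested compounds plus 3 SD, cut at about 25% in these data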;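 also: 0% = enzyme with DMSO only and 100% = wells lacking PAFAH1B3 protein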
PREPL inh = inhibits the human prolyl oligopeptidase-like enzyme; Q4J6C6; recombinant PREPL, fluorescence polarization activity-based probe; inhibition, % at 5.96 µM; 320,000 tested, 0.68% active; in the data active = inhibition above about 43%;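 also: 0% = enzyme with DMSO and 100% = wells lacking enzyme; many of its hits are not listed in these tables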
Active calls of the source: *; nt = not tested or not shown. Some of the compounds tested; count on the stated rates, not on these rows.

molecule	PREPL inh	PAFAH2 FP inh	PAD4 FP inh	LYPLA1 counter	LYPLA2 inh	PAFAH1B2 FP inh	GSTO1 inh	PAFAH1B3 FP inh	pPAFAH FP inh
N#CC(c1ccc(O)cc1)N1CCOCC1 (stereo unspecified)	4	0	3	1	6	3	-2	5	8
O=C(CSc1nnnn1C1CCCCC1)NCc1ccccc1	9	5	3	-2	-4	4	13	-1	-2
Nc1nc(SCCO)[nH]c(=O)c1NC(=O)c1ccccc1F	14	0	-3	-2	-3	3	-1	-1	-4
O=C(Cc1ccc(NC2=NC3CS(=O)(=O)CC3S2)cc1)NCc1ccc(Cl)cc1 (stereo unspecified)	-6	1	-1	-2	3	5	5	1	3
COc1ccc(-c2oc(NC(=O)CCl)c(C#N)c2-c2ccc(OC)cc2)cc1	13	15	14	3	8	5	76*	5	21
CC(NC(=O)Cn1cc([N+](=O)[O-])cn1)c1ccc(C(C)(C)C)cc1 (stereo unspecified)	8	4	4	2	4	12	6	-2	3
C/C(=N\NC(=O)c1ccoc1C)c1ccccc1O	-4	10	-6	-1	5	9	11	13	6
CCOc1ccc(-c2nc(N)ncc2Oc2ccc(OC)cc2)c(O)c1	-3	4	1	0	0	4	3	1	21
C=C(C)c1cccc(C(C)(C)NC(=O)N2CCOCC2)c1	-7	0	1	1	1	6	-1	6	9
Cc1ccc(N2C(=O)C3CCC(C)(C2=O)C3(C)C)cc1C (stereo unspecified)	-1	7	0	-4	3	-1	3	-2	1
CCOc1ccc(NC(=O)C2CCN(S(=O)(=O)CC)CC2)cc1	12	-8	-2	1	7	-1	7	3	10
Cc1ccc(C(=O)CCC(=O)NCc2ccccc2)cc1	5	3	-2	9	7	3	-1	1	6
NS(=O)(=O)c1ccc(CNC(=O)c2scc3c2CCCC3)cc1	5	-4	3	1	6	1	5	-4	1
N#C/C(=C/c1cc(Cl)c(O)c(Cl)c1)C(=O)N1CCCCC1	-1	9	2	1	2	7	12	4	6
O=C(COC(=O)c1cccc(Cl)c1)Nc1cc(Cl)ccc1Oc1ccccc1	18	-24	-9	-8	-16	-1	-6	-2	-12
O=C(O)CCC(=O)N1CCc2c([nH]c3ccccc23)C1C(F)(F)F (stereo unspecified)	7	4	-9	1	0	4	-9	7	-7
CCCCNC(=O)C1CCN(c2nc(OC)nc(OC)n2)CC1	1	-7	-6	2	-2	-2	2	14	2
COc1cc(C(=O)NCCCNc2nc3cc(C)cc(C)c3cc2C#N)cc(OC)c1OC	7	-1	-2	-2	-1	6	-9	-2	4
CCN1C(=NCC(C)C)N[C@@H](CCc2ccccc2)[C@H](C(=O)NCC(C)C)[C@H]1C	4	5	3	-3	1	11	6	15	5
CCOC(=O)C1=C(C)Nc2nnnn2C1c1ccc(OC)c(Br)c1 (stereo unspecified)	-35	10	0	1	0	2	2	-2	3
CCOC(=O)c1c(C)[nH]c(C)c1S(=O)(=O)NCCc1sccc1C	13	-12	0	5	10	-5	1	4	5
O=C(c1cc2cc(Cl)ccc2[nH]1)N1CCN(c2ccccn2)CC1	-1	8	-1	2	8	2	8	6	0
C[C@@H](NC(=O)c1nc[nH]c1C(=O)N[C@@H](CCCCNC(=O)OC(C)(C)C)C(=O)OC(C)(C)C)c1ccccc1	5	-1	1	-2	1	7	3	8	35*
Cc1ccc(/C=N/N2CCN(Cc3ccccc3)CC2)s1	-2	2	2	-3	-6	4	3	4	6
CC(NC(=O)C1CCCC1)c1ccc(Br)cc1 (stereo unspecified)	-4	3	-1	-2	0	40*	-2	3	2
CCCCN(C(=O)c1c(CC)noc1C)c1c(N)n(CCCC)c(=O)[nH]c1=O	12	0	0	3	1	6	3	3	5
Cc1nc2sc3c(O)cc(=O)[nH]c3c2c(C)c1C	-7	6	-7	1	3	4	11	-2	8
CC(C)OCCCn1c(=S)[nH]c2ncccc2c1=O	4	-3	0	1	2	1	5	-1	2
COC(=O)[C@]1(Cc2ccccc2)N[C@H](CN(C)C(=O)NC(C)C)[C@@H]2C(=O)N(Cc3ccccc3)C(=O)[C@@H]21	10	1	-2	nt	nt	-2	nt	3	-3
O=C(O)c1ccccc1C(=O)c1ccc(Oc2ccccc2)cc1	1	11	-3	-1	-2	3	4	7	-2
CCS(=O)(=O)N1Cc2ccccc2CC1C(=O)N1CCN(c2ccccc2)CC1 (stereo unspecified)	8	-4	0	-1	5	5	6	-7	10
CCC1CCc2c(sc(NC(=O)CSc3nc(-c4ccco4)cc(C(F)(F)F)n3)c2C#N)C1 (stereo unspecified)	0	-7	0	-2	-4	-9	2	0	-1
COCCCNC(=S)NC(=O)c1ccccc1	17	6	2	-2	-6	2	-5	5	-2
CCOc1cc(S(=O)(=O)NCc2ccccn2)c(C)cc1C	-8	nt	6	5	2	nt	-3	nt	4
COc1ccc(NC(=O)N2c3ccccc3C(C)=CC2(C)C)cc1	13	1	1	-2	-5	4	-2	3	0
CCOC(=O)NC(NC(=O)OCC)C(=O)c1ccc(F)cc1	4	-3	0	-1	1	3	0	-1	3
Cc1ccc(S(=O)(=O)N2CCN(C(=O)CCC(=O)NCc3ccc(F)cc3)CC2)cc1	11	12	-1	-1	1	3	-8	5	-7
Cc1csc2nc(CSc3nncn3-c3ccccc3)c(Br)n12	12	4	-2	0	1	5	11	3	0
O=C1NCC(c2ccccc2)C1C(=O)N/N=C\c1ccc(-c2cccc(Cl)c2Cl)o1 (stereo unspecified)	-20	-24	-3	-14	-25	-7	-10	-6	2
CC(=O)c1c(N2CCOCC2)nc(=O)n(-c2ccccc2)c1C	20	0	3	-4	-2	1	4	7	-2
Cc1ccc(CCNC(=O)CNC(=O)c2cccs2)cc1	-1	-5	-2	-1	-2	0	-5	17	5
CC(C)(C)c1nnc(NC(=O)Cc2ccccc2[N+](=O)[O-])s1	10	1	1	2	-3	-4	-5	-14	3
NCCOc1cnn(-c2ccccc2Cl)c(=O)c1Cl	2	0	-4	3	-5	-3	-3	3	6
COc1cc2c(cc1OC)C(c1c(Cl)cccc1Cl)NC(=O)C2 (stereo unspecified)	13	-5	3	6	4	2	1	6	4
CC(=O)Nc1nc2ccccc2n1CCOc1ccccc1Cl	-13	-1	0	0	-1	-5	5	4	4
CN(Cc1ccccc1F)C(=O)CCCNC(=O)c1ccc(Cl)cc1	-8	0	0	-2	-9	5	3	0	-2
CCOc1nc(NCCC2=CCCCC2)nc(N2CCOCC2)n1	7	10	-3	2	0	6	0	2	-2
CCOc1cc(N2CCOCC2)c(OCC)cc1NC(=O)CN1C(=O)NC(CC(C)C)C1=O (stereo unspecified)	4	4	3	-2	8	5	5	7	2
Cc1cc(-c2csc(NC(=O)c3ccc(S(=O)(=O)N(C)C)cc3)n2)c(C)n1-c1ccccc1	10	-17	-1	-8	-4	-4	-5	-4	14
O=C(Nc1ccc(Cl)cc1)Nc1ccc(N2CCCC2)c(S(=O)(=O)Nc2ccccc2Cl)c1	15	-23	-3	-20	-18	8	-64	-16	19
COc1ccccc1OCCC(=O)NNC(=O)c1ccccc1F	1	4	0	1	0	5	nt	-9	1
CCOc1ccc(CCNC(=O)C2CCN(S(=O)(=O)N3CCOCC3)CC2)cc1OCC	-2	-5	-1	-4	-3	2	-3	7	4
COc1ccc(S(=O)(=O)N(CCc2ccccc2)CC(=O)N/N=C/c2ccc3c(c2)OCO3)cc1	-15	-1	1	-16	-22	-1	-1	0	3
CC(C)N1CC(C(=O)Nc2cccc([N+](=O)[O-])c2)CC1=O (stereo unspecified)	4	12	-3	4	0	3	-4	7	2
COC(=O)c1ccc(-n2c(C)nc(=O)c(-c3ccccc3)c2C)cc1	13	3	3	-4	-7	-9	3	-1	-4
NS(=O)(=O)c1cccc(NC(=O)CC2(CC(=O)O)CCCC2)c1	13	-4	-3	-1	2	3	0	7	2

Next entries:
molecule	PREPL inh	PAFAH2 FP inh	PAD4 FP inh	LYPLA1 counter	LYPLA2 inh	PAFAH1B2 FP inh	GSTO1 inh	PAFAH1B3 FP inh	pPAFAH FP inh
CCCOc1ccc(-c2c(C(=O)N/N=C/c3ccco3)nnn2-c2nonc2N)cc1	4	-3	0	3	12	2	2	14	2
O=C(Nc1ccc2c(c1)C(=O)NC2=O)c1ccccc1	-6	-7	-2	0	-4	7	4	11	1
CCOC(=O)C(C)OC(=O)C1=C(C)NC(=O)NC1c1ccc2c(c1)OCO2 (stereo unspecified)	5	0	6	-3	-2	7	5	6	-5
C#CCN(C)CC/C=C1\c2ccccc2CSc2ccccc21	-3	2	1	-3	-4	0	15	1	1
COc1cc(NS(=O)(=O)c2ccc(NC(=O)c3ccc(C)o3)cc2)nc(OC)n1	0	6	-2	-3	-9	4	-8	9	-4
CC(=O)N(CCC1(C(C)C)CCOC(C)(C)C1)Cc1ccco1 (stereo unspecified)	4	4	3	-2	-1	1	6	9	3
O=C(/C=C/c1ccc(F)cc1)Nc1ccc2[nH]c(=O)[nH]c2c1	13	-2	-5	-3	-8	4	-14	3	1
COC(=O)c1ccc(/C=N/N2CCN(Cc3ccc(Cl)cc3)CC2)cc1	22	nt	7	4	6	nt	13	nt	1
CNC(=O)c1ccsc1NC(=O)c1sc2ccccc2c1Cl	-18	-39	-12	-31	-59	-35	-12	-60	-13
CC1CCCCN1S(=O)(=O)c1ccc([N+](=O)[O-])cc1 (stereo unspecified)	1	8	-2	2	2	2	5	0	6
O=C(NCc1ccccc1)/C(=C/c1ccco1)NC(=O)c1ccco1	19	-4	1	-4	0	1	5	3	2
O=C(c1cccnc1Nc1ccc2c(c1)CCC2)N1CCOCC1	-9	-1	-1	2	-8	0	2	1	7
CCOc1ccc(-c2nc(C#N)c(N3CCCCCC3)o2)cc1	7	8	2	-4	-5	0	-8	-2	2
CCCCC(=O)Nc1cccc(NC(=S)NC(C)=O)c1	-5	3	-7	2	11	-1	-5	-7	0
CN(C)/C=N/C(=S)Nc1ccc(Cl)c(Cl)c1	3	-4	-3	-2	-2	3	-4	7	2
COc1ccc(C(C(=O)NC2CCCCC2)N(C(=O)c2sc(C)nc2C)c2ccccc2)cc1 (stereo unspecified)	-4	-4	-3	-3	-3	2	1	-4	-1
CC(C)n1c(CN(C)c2ccccc2)nc2ccccc21	-5	4	-1	0	6	10	-1	10	1
Cc1sc(NC(=O)CSc2nnc(-c3ccc(F)cc3)o2)c(C#N)c1C	3	4	1	0	-6	-7	-6	-2	4
COc1ccc2nc3c(c(-c4ccccc4)c2c1)CCC3	6	3	2	2	3	6	-3	10	7
Cc1nn(Cc2cccc(Oc3ccccc3)c2)c(C)c1NC(=O)NC12CC3CC(CC(C3)C1)C2	18	2	-3	1	-6	3	2	8	-4
Cc1cc(C)cc(NC(=O)C2CCCN2C(=O)Oc2ccccc2)c1 (stereo unspecified)	4	5	-1	-6	1	0	5	1	6
CCOc1ccc(S(=O)(=O)Nc2ccncc2)c(C)c1C	3	0	7	-2	-3	7	3	-1	4
Cc1oc2c(c(C)cc3oc(=O)c(CC(=O)N[C@@H](CCCNC(N)=O)C(=O)O)c(C)c32)c1C	0	3	-11	-3	-8	1	2	-9	-4
Cn1c(O)c(N=NC(=O)Cn2c(C(F)(F)F)nc3ccccc32)c2ccccc21	2	-3	-1	-4	1	7	0	-3	3
